Screens from PubChem BioAssay.
INS-1E GSIS act – primary screen for activators of insulin secretion dependent on glucose, INS-1E cells, GLuc reporter luminescence | INS-1E GLuc reporter insulin secretion, 2-3 h | activation, % at 16.6 µM | 370,000 compounds, 0.61% hits;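 active means lowest replicate activation of at least 40%, so every replicate reaches that level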;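 further: 0% = median of neutral control wells and 100% = median of IBMX positive control wells; some compounds called inactive have numbers as strong as hits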
CFTR F508del cor – CFTR F508del correction in bronchial cells; AID 720511; CFBE cells, YFP halide quenching; stimulated with forskolin plus potentiator P3; % fluorescence drop versus neutral controls; activity (quench increase), % at 7.58 µM; 350,000 compounds, 0.36% hits;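 active means mean added fluorescence quench of at least 8% versus neutral control, with both replicates also reaching 8%; inconclusive means only one of the mean or replicate conditions met; inactive means mean below 8% and not both replicates reaching 8%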;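 further: cells transiently co-express mutant CFTR-F508del with the halide-sensitive YFP; corrector assay measuring rescue of mutant channel to the surface after 24 h compound exposure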
EWS-Fli inh – blocks EWS/Fli oncoprotein-driven transcription; A673 NR0B1-luciferase reporter, viability-normalised; inhibition, % at 12.6 µM; 350,000 compounds, 0.67% hits; AID 651661;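 active means mean inhibition of at least 50% after viability correction, with every replicate also passing that limit; inconclusive means mean reaches 50% but only one of two replicates passes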;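 further: firefly luciferase signal divided by Alamar Blue viability fluorescence both relative to DMSO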
FN deposit inh – fibronectin deposition inhibition; 350,000 compounds, 0.086% hits; AID 743247; AH1F fibroblasts, Alexa488-fibronectin deposition fluorescence, overnight; inhibition, % at 12.6 µM;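 active means mean inhibition across replicates of 30% or more, regardless of how many single replicates reach that level; inconclusive means mean under 30% yet at least half of replicates reach 30%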;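 further: positive control wells lacked labelled fibronectin entirely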
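Material: AH1F fibroblasts assembling fluorescent fibronectin matrix; amount: 10000 AH1F cells/well; medium: DMEM, 2% serum; reagent: Alexa488-fibronectin, 24 nM final in well; dosing: single compound dose, delivered by pin transfer; incubation: 1 h adhesion, overnight exposure; detection: fluorescence after three HBSS washes, excitation 485 nm, emission 525 nm; measure: fibronectin deposition inhibition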
PAX8 inh HTS – lowers PAX8-driven luciferase in RMG-I cells | AID 652154 | inhibition, % at 12.6 µM | RMG-I TPO-luciferase reporter, SteadyGlo, 24 h | 360,000 compounds, 1.2% hits;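 active means mean replicate inhibition at least 60% with every replicate also reaching 60%; inconclusive means only one of the two criteria is met; inactive means mean below 60% and not all replicates reaching 60%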;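 further: luciferase light reporting Pax8 driven TPO promoter activity; plate controls were median of neutral control wells for no effect and mitoxantrone controls for full effect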
DENV2 CPE rescue – DENV2-induced cell death inhibition; 350,000 compounds, 1.7% hits; DENV2-infected cells, cytopathic effect rescue, plate reader; CPE inhibition, % at 9.99 µM; in the data active means CPE inhibition above about 20%, passing the limit was not always enough; inconclusive means no clear call, values can overlap the other calls; tested in BHK-21 cells;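 further: 0% = median of neutral control wells and 100% = median of positive control wells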
miR122 inh – blocks miR-122 activity in Huh7 sensor cells. Huh7 miR-122 Renilla luciferase sensor, 48 h; neutral wells = 0, positive control = 100. activation (reporter increase), % at 12.5 µM. 340,000 compounds, 0.3% hits;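 active means mean replicate activation score at least 90 and every replicate individually at or above 90; inconclusive means only one of the two criteria met; inactive means neither criterion met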;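 further: higher luciferase means less miR-122 activity so hits act as miR-122 inhibitors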
* hit, by the source's call; u = inconclusive; x = not tested or not shown; [ ] = remark or other dose. Outcome played no part in choosing rows; 3.9% or so of the library scored in one or more.

SMILES | INS-1E GSIS act | CFTR F508del cor | EWS-Fli inh | FN deposit inh | PAX8 inh HTS | DENV2 CPE rescue | miR122 inh
Cn1c2ccccc2c(=O)c2cc(C#CC3(O)CCCCC3)ccc21 | -3 | -1.5 | 68* | 9 | 33 | -5 | -10
C[C@@H]1CN([C@H](C)CO)C(=O)c2cccc(NC(=O)c3cnccn3)c2O[C@H]1CN(C)C(=O)Nc1cccc2ccccc12 | -3 | 2.0 | -14 | 5 | 35 | -5 | 5[16.7 µM]
CCCC(=O)Nc1nnc(S(=O)(=O)N2CCCCCC2)s1 | x | 1.2 | -2 | 0 | -12 | -11 | 0
CN1/C(=C\C(=O)c2cncc(Br)c2)C(C)(C)c2ccccc21 | -44 | x | x | 9 | 13 | x | -10
O=C(O)c1cc2nc(C3CC3)cc(C(F)(F)F)n2n1 | 14 | 0.5 | -2 | -11 | -9 | -1 | -8
COCCN(CCOC)Cc1c(C)[nH]c2c(C)c(C)ccc2c1=O | 2 | -1.6 | 5 | 0 | x | 2 | x
CN1c2ccc(-c3ccccc3F)cc2[C@H]2[C@H](CCN2C(=O)Nc2cc(F)ccc2F)[C@H]1CO | -20 | -5.9 | 12 | -4 | 8 | -14 | 6[16.7 µM]
C=CCn1c(SCC(=O)c2c(N)n(C)c(=O)n(C)c2=O)nnc1-c1ccccc1F | 5 | 0.1 | -6 | 5 | 12 | 2 | x
COCC(=O)Nc1ccc2c(c1)C(=O)N(C)C[C@@H](OC)[C@@H](C)CN(Cc1ccccc1F)[C@H](C)CO2 | -14 | 3.6 | 3 | 4 | 2 | 0 | x
N#C[C@@H]1[C@@H](c2ccc(-c3cccc(F)c3)cc2)[C@H](CO)N1S(=O)(=O)c1cccc(F)c1 | -7 | -3.0 | -4 | 9 | -15 | x | x
CC(=O)c1ccc(NC(=O)c2cnsn2)cc1 | 4 | 0.2 | 4 | 1 | -25 | 0 | x
CS(=O)(=O)N1CC(C(=O)NC2CC2)Oc2ccc(Cl)cc21 (stereo not drawn) | x | x | x | -3 | -3 | x | -4
C=CCN1N=C(/C=C/c2ccc(C)cc2)CCC1=O | -5 | 1.3 | -104 | 5 | -147 | 9 | -3
CCC(C)N(C(=O)COc1ccccc1C#N)C1CCS(=O)(=O)C1 (stereo not drawn) | 10 | -1.9 | 3 | 0 | 16 | -2 | x
Cc1ccc(NC(=O)COC(=O)Cc2cccs2)c(Br)c1 | -5 | -1.5 | -2 | x | -1 | 4 | -9
Cc1ccccc1N=C1NN=C(c2ccccc2F)CS1 | -3 | 2.4 | -36 | -20 | -48 | 0 | 7
O=c1[nH]c(NCc2ccco2)nnc1Cc1ccccc1Cl | x | x | x | -6 | 22 | x | 27
Cc1ccc(S(=O)(=O)Nc2ccc3c(c2)C(=O)N([C@H](C)CO)C[C@@H](C)[C@@H](CN(C)S(=O)(=O)c2cn(C)cn2)O3)cc1 | 6 | 0.3 | 3 | x | -26 | 4 | 8[16.7 µM]
C[C@H](CO)N1C[C@H](C)[C@H](CN(C)Cc2ccc(C(F)(F)F)cc2)OCCCC[C@H](C)Oc2ccc(NS(=O)(=O)c3cn(C)cn3)cc2C1=O | -2 | 2.3 | 0 | x | -8 | -4 | -8[16.7 µM]
C=C(C)c1cccc(C(C)(C)NC(=O)NC2CCCC2)c1 | -20 | x | x | 0 | 15 | x | 4
C[C@H]1CN([C@@H](C)CO)C(=O)c2cc(NC(=O)Cn3cnnn3)ccc2O[C@H]1CN(C)Cc1ccc(-c2ccccc2)cc1 | 18 | 3.8 | -8 | x | 9 | 33* | -1[16.7 µM]
Cc1ccc(S(=O)(=O)c2ccc(Cl)cc2)cc1S(N)(=O)=O | -2 | 7.7 | 10 | -2 | 24 | 0 | x
COc1ccc(S(=O)(=O)N2CCCCCC2)cc1C(=O)N1CCN(c2ccccc2O)CC1 | -8 | -1.3 | 3 | -2 | 5 | 4 | 6
C/C=C/c1ccc2c(c1)O[C@@H](CN(C)C(=O)C1CCCCC1)[C@H](C)CN([C@H](C)CO)S2(=O)=O | -29 | 4.3 | 4 | x | 13 | -4 | x
Cn1cc(CN2CCC(C(O)c3cccs3)CC2)c(-c2cccc(Cl)c2)n1 (stereo not drawn) | -3 | -0.2 | -16 | x | -12 | -8 | x

(further entries)
SMILES | INS-1E GSIS act | CFTR F508del cor | EWS-Fli inh | FN deposit inh | PAX8 inh HTS | DENV2 CPE rescue | miR122 inh
O=C(O)C1CC(=O)N(c2ccc(OCc3ccc(Br)cc3)cc2)C1 (stereo not drawn) | -15 | 0.1 | 11 | -1 | 5 | -5 | 4
O=C(CSC(=S)N1CCOCC1)c1ccccc1 | 12 | -3.7 | 34 | 2 | -34 | -8 | -5
C[C@@H]1CN([C@@H](C)CO)C(=O)c2cccc(N(C)C)c2O[C@@H]1CN(C)S(=O)(=O)c1ccccc1 | -13 | 0.3 | -1 | -4 | -2 | -7 | 7[16.7 µM]
COCC(C)n1c(COc2ccccc2F)nnc1SCC(=O)c1c(N)n(C)c(=O)n(C)c1=O (stereo not drawn) | -5 | -1.1 | 10 | -2 | 8 | -4 | x
O=C(CCc1ccccc1)NCCSCc1c(F)cccc1Cl | -64 | x | 3 | 6 | -24 | 2 | 0
O=c1cc(CCl)[nH]c2nc3ccccc3n12 | 23 | -0.2 | -4 | 17 | -4 | -3 | -6
Cc1ccc(NC(=O)Cc2nc(COC(=O)c3c(F)cccc3Cl)cs2)cc1 | -24 | 1.8 | -12 | -1 | 2 | -13 | 8
O=C(O)c1cc2cc(Oc3ccccc3)ccc2[nH]1 | 24 | -4.3 | 8 | 18 | -1 | 17 | -6
CCOc1ccccc1NC(=O)COc1ccc2c(c1)OCO2 | 13 | -1.1 | -2 | 1 | -12 | -2 | 2
Cc1ccc(S(=O)(=O)Nc2cccc3c2O[C@@H](CN(C)CC2CC2)[C@H](C)CN([C@@H](C)CO)C3=O)cc1 | 16 | -0.8 | 1 | -1 | 3 | 18 | 5[16.7 µM]
CCOc1ccc(Cl)cc1S(=O)(=O)n1nnc2ccccc21 | -3 | x | x | -7 | 8 | x | -10
COc1ccc(C(=O)NNC(=O)C(=O)N2CCCCC2)cc1OC | 16 | 0.2 | x | 6 | -20 | u | 0
Cc1cc(C)n(C(=O)CNC(=O)/C=C/c2ccccc2)n1 | -17 | -1.6 | -7 | 9 | -13 | -3 | 0
O=C1CN(Cc2ccccc2)C[C@H]2[C@@H](c3ccc(-c4ccccc4)cc3)[C@H](CO)N12 | 9 | -1.5 | -1 | x | -5 | -7 | x
Cc1cccc(/C=N\N=C\c2cccc(C)c2)c1 | -17 | 1.4 | -44 | 4 | -48 | 13 | -1
CC1(C)Cc2c(c(=S)nc(-c3ccccc3)n2CCN2CCOCC2)CO1 | -9 | x | x | -3 | x | x | -3
C(=C\c1nc(-c2ccncc2)no1)/c1ccccc1 | 10 | -2.4 | -64 | 3 | -100 | 4 | -2
CCOC(=O)c1sc(=NC(=O)c2ccccc2)n(C)c1C | 1 | 0.1 | -74 | 7 | 19 | -9 | 4
COc1ccc(N(CC(=O)NCc2ccco2)S(=O)(=O)c2c(C)nn(C)c2C)cc1 | x | -0.8 | 0 | 21 | 22 | -5 | 1
COc1ccccc1-c1ccccc1[C@H]1[C@@H](C#N)N(C(=O)C2CCOCC2)[C@H]1CO | -10 | 3.8 | -4 | -5 | x | -5 | x
Cc1ccccc1N(C(=O)c1csnn1)C(C(=O)NC(C)(C)C)c1ccncc1 (stereo not drawn) | -10 | -3.5 | 3 | 6 | -7 | -6 | 11
CS(=O)(=O)N1[C@H](C#N)[C@@H](c2ccc(C#CC3CCCCC3)cc2)[C@@H]1CO | 0 | 3.9 | -6 | 5 | 0 | -10 | x
Cc1ccc(-c2nc3ccccc3c(=O)n2Cc2ccccc2)cc1 | 9 | x | x | 2 | 0 | x | 0
CNc1oc(Cc2ccccc2)nc1S(=O)(=O)c1ccc(Cl)cc1 | 0 | -0.7 | 7 | x | x | -3 | 3
Cc1cc(N2CCN(C(=O)Nc3ccccc3C#N)CC2)c2ccccc2n1 | 0 | -3.7 | 11 | -5 | 15 | 1 | x

4 compounds from above, ordered by number of heavy atoms, rising:
SMILES | INS-1E GSIS act | CFTR F508del cor | EWS-Fli inh | FN deposit inh | PAX8 inh HTS | DENV2 CPE rescue | miR122 inh
Cc1cc(C)n(C(=O)CNC(=O)/C=C/c2ccccc2)n1 | -17 | -1.6 | -7 | 9 | -13 | -3 | 0
CNc1oc(Cc2ccccc2)nc1S(=O)(=O)c1ccc(Cl)cc1 | 0 | -0.7 | 7 | x | x | -3 | 3
CC1(C)Cc2c(c(=S)nc(-c3ccccc3)n2CCN2CCOCC2)CO1 | -9 | x | x | -3 | x | x | -3
O=C1CN(Cc2ccccc2)C[C@H]2[C@@H](c3ccc(-c4ccccc4)cc3)[C@H](CO)N12 | 9 | -1.5 | -1 | x | -5 | -7 | x

An excerpt from above in order of their number in INS-1E GSIS act, largest number first:
mol | INS-1E GSIS act | CFTR F508del cor | miR122 inh
Cc1cc(N2CCN(C(=O)Nc3ccccc3C#N)CC2)c2ccccc2n1 | 0 | -3.7 | x
Cc1ccccc1N=C1NN=C(c2ccccc2F)CS1 | -3 | 2.4 | 7
C=CCN1N=C(/C=C/c2ccc(C)cc2)CCC1=O | -5 | 1.3 | -3
O=C(O)C1CC(=O)N(c2ccc(OCc3ccc(Br)cc3)cc2)C1 (stereo not drawn) | -15 | 0.1 | 4
C=C(C)c1cccc(C(C)(C)NC(=O)NC2CCCC2)c1 | -20 | x | 4

(listing goes on)
SMILES | INS-1E GSIS act | CFTR F508del cor | EWS-Fli inh | FN deposit inh | PAX8 inh HTS | DENV2 CPE rescue | miR122 inh
COCC(C)NC(=O)c1cc(-c2ccc(O)cc2)on1 (stereo not drawn) | 19 | -1.5 | -27 | -1 | -66 | 0 | -9
CCC(=O)Nc1ccc2c(c1)C(=O)N(C)C[C@H](OC)[C@@H](C)CN(C(=O)c1cnccn1)[C@H](C)CO2 | 6 | 2.3 | -1 | -10 | -12 | -2 | x
C[C@@H]1CCCCO[C@@H](CN(C)C(=O)c2ccccc2)[C@H](C)CN([C@H](C)CO)C(=O)c2cc(N(C)C)ccc2O1 | -6 | -0.9 | 0 | x | 8 | 1 | 4[16.7 µM]
Cc1ccc(C(=O)N2CCN(Cc3ccc4c(c3)OCO4)CC2)cc1C | x | x | 10 | 5 | 10 | 2 | -5
C[C@H](CO)N1C[C@H](C)[C@H](CN(C)C(=O)Cc2ccccn2)Oc2cc(-c3ccc(C(=O)N(C)C)cc3)ccc2S1(=O)=O | -3 | 0.1 | -10 | x | -17 | 8 | -1[16.7 µM]
Cc1cccc(C(C)C)c1NC(=O)C1CCN(S(=O)(=O)c2ccccc2)CC1 | -25 | 1.3 | 23 | 3 | 14 | 3 | 17
